Screening results: PubChem BioAssay, National Center for Advancing Translational Sciences (NCATS)
TR SRC2 fluor cs = Texas Red fluorescence interference in TRb-SRC2 counter-screen; TRb/SRC2 Texas Red total fluorescence interference; Potency, µM (highest dose often 106 µM), for the others: at the highest dose fluorescence change, negative = quenching; 280,000 tested, 0.29% active; active = well fitted curve in either direction with a large enough effect; inconclusive = small, poorly fitted or top-dose-only effect; note: potency is the fitted concentration of half-maximal effect; % is set by controls: 0 for no effect and ±100 for the full control effect
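Human TRb ligand-binding domain at 0.6 uM with 20 nM Texas Red SRC2 peptide in Tris buffer containing 1 uM T3 and 5% DMSO, incubated with compound 5 h at ambient temperature. Total fluorescence (555/632 nm) calculated as parallel + 2 × perpendicular.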
aGal spleen mod = inhibitors or activators of human alpha-galactosidase in spleen homogenate; P06280; human spleen homogenate, 4MU-alpha-Gal fluorescence, 40 min; Potency, µM (doses to about 80 µM), without a hit: at the top dose activity change, negative = inhibition, hits mostly inhibitors; 240,000 tested, 0.008% active; AID 2107;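 note: potency is the fitted concentration of half-maximal effect; 0% = enzyme with vehicle and -100% = no enzyme basal signal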
Target sequence (P06280 32-429 limits assumed): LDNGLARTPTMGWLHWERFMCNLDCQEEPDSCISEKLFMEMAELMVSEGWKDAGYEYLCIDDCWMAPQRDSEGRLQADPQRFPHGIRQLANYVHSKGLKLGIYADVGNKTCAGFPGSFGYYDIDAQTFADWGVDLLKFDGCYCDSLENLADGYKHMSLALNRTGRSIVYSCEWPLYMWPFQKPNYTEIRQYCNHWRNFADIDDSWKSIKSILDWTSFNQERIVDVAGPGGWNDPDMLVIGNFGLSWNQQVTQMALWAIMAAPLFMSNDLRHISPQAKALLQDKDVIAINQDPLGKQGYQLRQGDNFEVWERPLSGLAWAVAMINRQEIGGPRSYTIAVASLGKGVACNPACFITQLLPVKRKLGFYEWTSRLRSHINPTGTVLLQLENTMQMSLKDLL
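qHTS titration in buffer at pH 5.0. Alpha-galactosidase activity in spleen homogenate was measured via 4-methylumbelliferone release from 1 mM fluorogenic substrate after 40 min at 37C and a pH 10 stop. AC50 came from Hill fits of control-normalized data.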
Epigenetic reg = epigenetic control regulation, reporter derepression; murine LDR cells, GFP reporter derepression, 30 h; Potency, µM (series often up to 53.9 µM), for inactives: at the top dose GFP activation, actives largely listed as activators; 280,000 tested, 0.2% active; AID 1865; note: potency is the fitted concentration of half-maximal effect; % of control where 0% means no effect; nearly all actives have a fitted effect of over 60% in size
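Murine LDR cells bearing a silenced CMV-driven GFP reporter were exposed to compound for 30 h at 37 C. After PBS washes, GFP-positive cells (20-120 um objects) counted by laser-scanning microplate cytometry.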
CBFb-RUNX1 inh = CBF-beta/RUNX1 interaction disruption. AlphaScreen CBFb-His/RUNX1-biotin binding, biochemical. Q01196+Q13951. AID 1477. 230,000 tested, under 10 active. Potency, µM (series often up to 59.8 µM), without a hit: top-dose activity, negative = inhibition, usual class: inhibitors; note: % of control where 0% means no effect
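Inhibition was taken as any reduction in AlphaScreen signal from the CBF-beta–RUNX1 pair (His and biotin tags, 30 nM each), measured after compound (15 min) and bead (90 min) incubations at room temperature.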
TRb-SRC2 inh = disrupts binding of human TR beta to SRC2; P10828; TRbeta-SRC2 peptide binding, fluorescence polarization; receptor liganded with 1 µM T3; Potency, µM (top dose mostly 106 µM), without a hit: at the top dose activity change, negative = inhibition, actives largely listed as inhibitors; 280,000 tested, 0.065% active; AID 1469;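 note: potency is the fitted concentration of half-maximal effect; plate controls were bound peptide for no effect and peptide without receptor for full effect; nearly all actives have a fitted effect of over 50% in size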
Target sequence (P10828 whole entry, looked up): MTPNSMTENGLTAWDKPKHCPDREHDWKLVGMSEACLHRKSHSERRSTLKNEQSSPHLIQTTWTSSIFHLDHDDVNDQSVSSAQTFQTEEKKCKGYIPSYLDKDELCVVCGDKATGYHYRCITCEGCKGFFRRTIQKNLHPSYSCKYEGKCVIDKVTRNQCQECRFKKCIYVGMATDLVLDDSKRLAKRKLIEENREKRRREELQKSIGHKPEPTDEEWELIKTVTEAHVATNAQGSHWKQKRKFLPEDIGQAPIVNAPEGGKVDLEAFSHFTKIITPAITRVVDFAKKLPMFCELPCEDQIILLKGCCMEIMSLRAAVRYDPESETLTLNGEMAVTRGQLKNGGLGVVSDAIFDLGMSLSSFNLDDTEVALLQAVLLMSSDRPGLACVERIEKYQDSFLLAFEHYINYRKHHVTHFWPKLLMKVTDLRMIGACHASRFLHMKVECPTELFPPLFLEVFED
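Human TRb ligand-binding domain (0.6 uM) is mixed with 20 nM Texas Red SRC2 peptide and 1 uM T3; after compound addition and 5 hr at ambient temperature, polarization is measured and normalized to unbound and bound controls.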
NPSR antagonist = antagonists of human neuropeptide S receptor cAMP signaling; Q6W5P4; CHO-NPSR cells, cAMP TR-FRET, antagonist mode; AID 1461; 220,000 tested, 1% active; Potency, µM (series often up to 38.3 µM), without a hit: at the top dose activity change, negative = inhibition, usual class: inhibitors; note: potency is the fitted concentration of half-maximal effect; % is set by controls: 0 for no effect and ±100 for the full control effect; nearly all actives have a fitted effect of over 50% in size; many of its hits are not listed in these tables
Tau fluor cs = counter-screen for tau fibril formation inhibitors; tau K18 P301L (four-repeat tau fragment) Alexa594 fluorescence, heparin fibrillization; Potency, µM (highest dose often 57.7 µM), inactives show top-dose activity change, negative = decrease; 280,000 tested, 0.93% active; note: potency is the fitted concentration of half-maximal effect; % is set by controls: 0 for no effect and ±100 for the full control effect; nearly all actives have a fitted effect of over 55% in size
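Human K18 P301L tau (15 uM unlabeled plus 0.24 uM Alexa 594-labeled, final) in 100 mM sodium acetate pH 7 was mixed with compound and 20 uM heparin and incubated 6 hr at 37 C.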
Tau FP inhib = tau fibrillization inhibition (FP). K18 P301L tau heparin fibrillization, Alexa594 FP, 6 h. Potency, µM (top dose mostly 57.7 µM), for the others: top-dose activity, negative = inhibition, most hits filed as inhibitors. 280,000 tested, 0.39% active. AID 1468; note: potency is the fitted concentration of half-maximal effect; % is set by controls: 0 for no effect and ±100 for the full control effect; nearly all actives have a fitted effect of over 55% in size
Target sequence (P10636 561-689 P618L limits assumed): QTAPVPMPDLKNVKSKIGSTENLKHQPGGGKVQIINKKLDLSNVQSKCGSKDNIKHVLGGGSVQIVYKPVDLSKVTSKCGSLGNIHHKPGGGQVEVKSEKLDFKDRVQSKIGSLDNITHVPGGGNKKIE
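K18 P301L tau (15 uM unlabeled/0.24 uM Alexa 594-labeled, final) + compound + heparin 20 uM final; 100 mM NaOAc pH 7; 6 hr 37 C; ThT 30 uM final added, 1 hr RT; FP ex 555/em 632 nm.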
Numbers without * were called inactive; ? = inconclusive; . = no result given; [ ] = another dose, or the depositor's remark. Unless noted, calls come from the whole dose curve; as a rule, active = well fitted curve in the direction sought with a large enough effect; inconclusive = small, poorly fitted or top-dose-only effect, or another doubt; inactive = no such curve, though single readings can be large; an effect the other way counts as inactive or inconclusive.

No. | structure | TR SRC2 fluor cs | aGal spleen mod | Epigenetic reg | CBFb-RUNX1 inh | TRb-SRC2 inh | NPSR antagonist | Tau fluor cs | Tau FP inhib
1 | Fc1ccc(C2CC(c3ccc(F)cc3)n3ncnc3N2)cc1 (stereo not given) | -8% | -9% | 0.0% | -8% | 1% | -5%[46.1 µM] | 3% | -2%
2 | c1cnn(-c2cc(N3CCOCC3)ncn2)c1 | -1% | 4% | -6.3% | 12% | -3% | -11%[46.1 µM] | 9% | 4%
3 | COc1ccc(C(=O)OCCNC(=O)c2ccncc2)cc1OC | 0% | 10% | 0.0% | 3% | 1% | 33% | 0% | 1%
4 | N#CCc1nnc2n1-c1ccccc1CCC2 | -1% | 2% | -1.0% | 2% | -1% | -3%[46.1 µM] | 0% | 0%
5 | Cc1ccc(NC(=O)NC(C)c2c(-n3cccc3)sc(C)c2C)c(C)c1 (stereo not given) | -12% | . | 1.4% | . | 3% | . | -10% | -11%
6 | NC(=O)C1=C[C@@H](c2csc3ccccc23)C[C@@H](OCCCCO)O1 | -2% | 14% | 2.3% | 10% | 0% | -20% | -15% | -3%
7 | CCC(C)C(NC(=O)C(C)NC(=O)CNC(=O)OC(C)(C)C)C(N)=O (stereo not given) | -3% | -6% | 1.0% | 11% | 0% | 5% | -7% | 9%
8 | CCS(=O)(=O)n1nc(-c2ccc(Cl)cc2)nc1N | -1% | 1% | -1.0% | 3% | -9% | 11% | -1% | 11%
9 | COc1ccc(C2=C/C(=C\c3cccc(OC(C)=O)c3)C(=O)O2)cc1 | 0% | -3% | -0.9% | -1% | 6% | -29% | -6% | -7%
10 | COc1ccccc1OC(C)C(=O)N1CCN(CCc2ccccn2)CC1 (stereo not given) | -10% | . | -2.4% | . | 6% | . | 3% | 5%
11 | O=C(COC(=O)CCc1c[nH]c2ccccc12)NCc1ccccc1 | -3%[53 µM] | -3% | 0.0% | 2% | 0%[53 µM] | 5% | -4% | 7%
12 | Cc1ccc(-n2c(C)csc2=N)cc1 | -4% | -1% | 0.1% | -11% | 4% | 8%[46.1 µM] | -29% | 5%
13 | Clc1cccc(Cl)c1Cn1cnc2c(N3CCCCCC3)ncnc21 | 0% | -1% | -1.1% | 5% | 15% | ? | -5% | 2%
14 | O=S(=O)(NCCSCc1ccc(Cl)cc1Cl)c1ccc2c(c1)OCCO2 | -4% | 0% | -1.2% | 11% | -1% | -16%[46.1 µM] | ? | -2%
15 | Cc1ccc(C#CC2C=CC(Oc3ccc4c(c3)OCO4)C(CO)O2)c(C)c1 (stereo not given) | 0%[11.2 µM] | -13%[17.5 µM] | 1.1%[10.1 µM] | 7%[13.1 µM] | 6%[11.2 µM] | . | -7%[11.6 µM] | 3%[11.6 µM]
16 | Nc1cc(Cl)ccc1C(=O)OCC(=O)N1CCOCC1 | -7% | 20% | -0.3% | 11% | -4% | -19% | 6% | 3%
17 | Cc1ncc(CO)c(/C=N/NC(=S)Nc2ccc(Cl)c(Cl)c2)c1O | -2% | 13% | -2.4% | ? | 3% | -19% | 25µM*[quencher] | -3%
18 | COC(=O)c1cc(Br)c(=O)n(CCc2ccccc2)c1 | 0% | -5% | 5.9% | 0% | 4% | -1%[46.1 µM] | 0% | 2%
19 | CCCCCC(=O)Nc1cccc(-c2nc3ncccc3o2)c1 | -1% | -2% | 0.0% | -2% | -16% | -18%[46.1 µM] | -1% | 7%
20 | CCn1c(SCC(=O)N2CCCc3ccccc32)nc2c1c(=O)n(C)c(=O)n2C | 1% | 6% | -1.0% | -9% | 0% | -7%[46.1 µM] | -2% | -1%
21 | O=C(NCc1ccc2c(c1)OCO2)c1ccc2c(c1)N(Cc1cccc(Cl)c1)C(=O)c1ccccc1S2=O (stereo not given) | 1% | . | -1.1% | . | -2% | . | -17% | -9%
22 | Cc1onc(-c2c(F)cccc2Cl)c1C(=O)N1CCN(c2ncc(Br)cn2)CC1 | -5% | -1% | 0.0% | 0% | -1% | 0%[7.67 µM] | -8% | -1%
23 | CCSc1nc(C)c(C(C)=O)cc1C#N | -1% | -8% | -4.4% | -1% | 3% | -9%[46.1 µM] | -4% | -2%
24 | O=C(C1CCCN1S(=O)(=O)c1ccc(Cl)c(Cl)c1)N1CCCCC1 (stereo not given) | 3% | 1% | 0.0% | 1% | 1% | -18%[46.1 µM] | -3% | 0%
25 | O=C(N/N=C/c1ccc(-c2ccccc2Cl)o1)c1ccccc1 | -2% | 8% | 2.1% | 0% | 5% | -35% | ? | -8%
26 | Cn1nccc1C(=O)Oc1cccc(/C=N/NC(=O)c2ccccc2O)c1 | 1% | -4% | -1.3% | -3% | 4% | -27% | -20% | -5%
27 | CN(C)/C=C(/C(=O)c1ccc(Cl)cc1)n1cncn1 | -3% | -6% | 1.3% | -9% | -2% | 0% | 9% | 6%
28 | COc1ccc(CNC(=O)CCS(=O)(=O)c2ccc3c(c2)CC(C)N3C(=O)C2CC2)cc1 (stereo not given) | -1% | . | 5.6% | . | 3% | . | -3% | 2%
29 | CN(C)c1ccc(C(=S)N2CCCCC2)cc1 | -6% | -10% | -1.0% | -1% | -2% | 16% | -17% | -5%
30 | CN(C)C(=O)c1c2c(nc3ccccc13)-c1ccccc1CC2 | -1% | 4% | 0.0% | 1% | -3% | 6%[46.1 µM] | -3% | -7%
31 | CCOC(=O)C(C)On1c(SC(C)C(=O)OCC)nc2ccccc2c1=O (stereo not given) | -2% | 5% | -1.0% | 0% | 1% | -10% | -5% | -2%
32 | CCNC(=O)N1CCNC(=O)C1CC(=O)OC (stereo not given) | -3% | -5% | 0.0% | 0% | -6% | 8%[46.1 µM] | 3% | 3%
33 | Fc1ccc(NC(=S)Nc2nccs2)cc1 | -4% | -9% | 15% | 1% | -3% | -34% | -20% | -2%
34 | Cc1nnc(SCC(=O)NN2C(=O)NC3(CCCCC3)C2=O)s1 | -8% | 0% | -0.9% | 3% | 1% | -9%[46.1 µM] | 0% | -3%
35 | COC(=O)CC1[C@@]2(C)C[C@@]34OC5(C)OC6(CC[C@@]7(C)C(c8ccoc8)OC(=O)C(C(C)=O)C7[C@]6(O5)C(O)[C@@]3(O)C2O)[C@]14C (stereo not given in full) | -1% | 4% | -1.2% | . | -7% | . | 1% | -6%
36 | Cc1onc(-c2ccccc2)c1NC(=O)N(CCC(=O)O)Cc1ccccc1 | 0% | 10% | 2.4% | 14% | -1% | -37% | 1% | 1%
37 | CCOC(=O)CSc1nnc(SCCN2C(=O)c3ccccc3C2=O)s1 | 0% | 4% | 1.3% | -1% | 6% | -14%[46.1 µM] | -16% | -5%
38 | CC1(C)C(=O)NCCN1C(=O)CCCC(=O)O | 0% | 2% | 0.0% | -3% | -11% | -6% | -11% | 1%
39 | Cc1cccc(Nc2c(-c3cccs3)nc3nc(C)cc(C)n23)c1 | -2% | . | -1.3% | . | -9% | . | -12% | 7%
40 | O=C(NCc1ccccc1)[C@]1(C(F)(F)F)C[C@H](CCC2CCCCC2)CCCO1 | 0% | 4% | . | -1% | -4% | . | . | .
41 | CC(C)C(=O)N1CCN(c2ccccc2NC(=S)NC(=O)c2cccs2)CC1 | -1% | 0% | 1.1% | -16% | -2% | -41% | -16% | 5%
42 | CCOC(=O)c1ccc(Oc2cn[nH]c2-c2ccc(O)cc2O)cc1 | 0% | 8% | 0.0% | -9% | -1% | -1% | 13µM*[quencher] | ?
43 | C=CCNC(=O)/C(=C/c1ccccc1OCC)NC(=O)c1ccccc1 | 0% | 2% | 0.0% | 3% | -2% | 4% | -11% | 1%
44 | CCCCc1ccc(NC(=O)c2c(C)noc2C)cc1 | -1% | -2% | -0.8% | 3% | -17% | 0%[46.1 µM] | -11% | 0%
45 | CC1CCCC(NC(=O)COC(=O)c2ccc3ccccc3n2)C1C (stereo not given) | -2% | -6% | 0.7% | -2% | -1% | 8%[46.1 µM] | -1% | 3%
46 | Cc1cc(C)cc(NC(=O)CN(Cc2ccccc2)S(C)(=O)=O)c1 | 0% | -9% | 1.2% | -8% | 0% | -4%[46.1 µM] | -10% | -1%
47 | CCc1nnc(NC(=O)c2cc(S(=O)(=O)N3CCN(c4ccccc4)CC3)ccc2Cl)s1 | -4% | 17% | -2.2% | 4% | -5% | -30%[46.1 µM] | -12% | -1%
48 | O=C(CN1CCN(c2ncccn2)CC1)NCc1ccc2c(c1)OCO2 | 0% | -4% | 2.8% | -1% | 4% | 12% | -12% | 9%
49 | COC(=O)[C@@H](NC(=O)c1ccc(OC2CCN(Cc3ccccn3)CC2)cc1)C(C)C | -1%[53 µM] | 12% | 3.9% | 5% | 3%[53 µM] | -2% | 10% | 2%
50 | Cc1ccc(/C=N/NC(=O)NC2CCCCC2)o1 | -1% | -21% | 3.0% | 6% | 2% | 4% | 6% | 7%
51 | COc1cc(OC)cc(C(=O)N[C@H](C(=O)Nc2cc(C)cc(C)c2)C(C)C)c1 | -3% | -6% | -0.2% | 4% | -4% | -19% | 0% | ?
52 | Cc1cc(C)cc(-n2ccnc2SCC(=O)O)c1 | 0% | -5% | -1.4% | 8% | -2% | -11% | 0% | 2%
53 | Cn1c(=O)c2c(nc(N/N=C/c3ccc(OC(=O)c4ccco4)cc3)n2Cc2ccc(F)cc2)n(C)c1=O | -2% | -2% | -1.0% | 2% | 3% | 5% | 7.1µM*[quencher] | 10%
54 | CCCn1cc(S(=O)(=O)c2ccc(OC)cc2)c(=O)c2cc(F)c(N3CCCCCC3)cc21 | -2% | . | -0.2% | . | -1% | . | -6% | -5%
55 | CN1CCN(CCCCOc2ccccc2C=O)CC1 | -7% | -8% | -1.1% | 2% | -6% | 1% | 14% | 5%
56 | COc1nc(Nc2ccc(O)cc2)nc(OC(C(F)(F)F)C(F)(F)F)n1 | -4% | -1% | -1.1% | 9% | -8% | ? | ? | 7%
57 | Cc1ccc(S(=O)(=O)NCC2CCC(C(=O)NCc3ccc(F)cc3)CC2)cc1 (stereo not given) | -5% | . | -1.3% | . | -4% | . | -11% | -14%
58 | Cc1cc(C)c(S(=O)(=O)NCCn2ccc3ccccc32)c(C)c1 | -1% | 4% | 0.0% | 5% | 13% | -8%[46.1 µM] | ? | -7%
59 | CCOC(=O)c1c(C)[nH]c(C)c1S(=O)(=O)N1CCC(C(=O)NCc2ccc(OC)cc2)CC1 | 0% | . | -1.1% | . | 2% | . | 6% | 5%

This is a subset (hit frequency here may not be typical).
